HTT cytoprotect = cytoprotection in Huntington HTT-Q103 PC12 cell model | 230,000 compounds, 0.14% hits | AID 1471 | PC12 HTT-Q103 induced, cytoprotection, ATP luminescence, 40 h | Potency, µM (doses to about 56.4 µM), for the others: cytoprotection (ATP increase), hits mostly activators;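 note: potency is the fitted concentration of half-maximal effect; % of control where 0% means no effect; nearly all actives have a fitted effect of over 45% in size; toxic huntingtin expression switched on by the ecdysone agonist tebufenozide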
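PC12 cells with ecdysone-inducible HTT exon 1 Q103-GFP, induced with 100 nM tebufenozide and co-treated with library compounds in a dose series (1536-well, 1500 cells/well). Cytoprotection read as ATP content by ATPlite luminescence.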
HttQ103 aggreg = mutant huntingtin aggregation inhibition; PC12 HttQ103-GFP aggregates, Acumen cytometry, 40 h; Potency, µM (series often up to 46.1 µM), inactives show at the top dose activity change, negative = inhibition, usual class: inhibitors; 220,000 compounds, 1.1% hits; note: potency is the fitted concentration of half-maximal effect; % is set by controls: 0 for no effect and ±100 for the full control effect; nearly all actives have a fitted effect of over 60% in size
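Quantitative HTS on tebufenozide-induced (100 nM) PC12 cells stably expressing polyQ103 Huntingtin exon 1–GFP. Reduction of bright GFP aggregates, detected by laser scanning cytometry after lysis, identified actives across the titration.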
Luc counter = Kinase-Glo luciferase inhibition (counter-screen). 200,000 compounds, 0.28% hits. Q27757. AID 1379. Potency, µM (titrated, usually from 38.3 µM), for the others: at the highest dose activity change, negative = inhibition, actives largely listed as inhibitors. Kinase-Glo luciferase, ATP luminescence, 8 min; note: potency is the fitted concentration of half-maximal effect; % is set by controls: 0 for no effect and ±100 for the full control effect; nearly all actives have a fitted effect of over 60% in size
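Light output from Kinase-Glo luciferase with luciferin and 10 uM ATP in 50 mM imidazole pH 7.2, KCl, MgCl2, Tween 20, BSA; compound pin-delivered, 8-min ambient incubation, then luminescence read.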
IMPase Li cell = IMPase inhibition in cells with lithium potentiation; 210,000 compounds, 0.35% hits; Potency, µM (highest dose often 59.4 µM), for inactives: top-dose activity, negative = IMPase inhibition, hits mostly inhibitors; CHO-M1 cells, IP1 TR-FRET (IP-One), carbachol + lithium; AID 1457;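 note: IP1 builds up when IMPase is blocked and the TR-FRET signal falls; potency is the fitted concentration of half-maximal effect; plate controls were basal vehicle for no effect and high inhibitor control for full effect; nearly all actives have a fitted effect of over 50% in size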
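Readout is a homogeneous TR-FRET IP1 immunoassay (Ex 320, Em 665 and 620), where raised cytosolic IP1 lowers signal. Cells were CHO-M1 treated 30 min at 37C with test compounds plus a little lithium; AC50 values came from Hill-equation fitting.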
CBFb RUNX1 block = blocks binding between human CBF-beta and RUNX1; AlphaScreen CBFb-His/RUNX1-biotin binding, biochemical; 230,000 tested, under 10 active; AID 1477; Potency, µM (series often up to 59.8 µM), without a hit: at the top dose activity, negative = inhibition, hits mostly inhibitors; Q01196+Q13951; note: % of control where 0% means no effect
Target sequence (Q01196 whole entry, looked up): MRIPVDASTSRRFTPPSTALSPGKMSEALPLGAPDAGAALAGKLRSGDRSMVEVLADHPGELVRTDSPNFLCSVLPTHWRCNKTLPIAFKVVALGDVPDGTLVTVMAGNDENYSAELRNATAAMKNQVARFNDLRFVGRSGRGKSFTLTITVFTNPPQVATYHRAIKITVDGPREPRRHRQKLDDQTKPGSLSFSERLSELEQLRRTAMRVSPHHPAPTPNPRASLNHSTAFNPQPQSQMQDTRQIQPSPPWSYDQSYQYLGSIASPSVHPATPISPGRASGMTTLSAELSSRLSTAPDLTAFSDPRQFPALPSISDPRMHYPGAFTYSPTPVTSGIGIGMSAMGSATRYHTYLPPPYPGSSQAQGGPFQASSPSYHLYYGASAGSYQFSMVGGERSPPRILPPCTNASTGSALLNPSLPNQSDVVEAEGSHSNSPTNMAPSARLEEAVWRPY
Target sequence (Q13951 whole entry, looked up): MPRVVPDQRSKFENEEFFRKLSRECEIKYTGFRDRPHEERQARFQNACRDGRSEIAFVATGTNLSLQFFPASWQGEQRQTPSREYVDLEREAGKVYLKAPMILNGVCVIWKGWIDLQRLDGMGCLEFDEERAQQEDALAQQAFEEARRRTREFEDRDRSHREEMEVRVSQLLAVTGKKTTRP
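Interaction loss through any mechanism counts as activity. Pre-formed complex of His-CBF-beta and biotin-RUNX1 (30 nM apiece) is incubated with compound 15 min, then with 50 ng nickel and 50 ng streptavidin beads for 90 min before AlphaScreen detection.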
Lamin A splicing = changes lamin A minigene splicing in HeLa cells; Potency, µM (top dose mostly 46.1 µM), inactives show at the highest dose ratio change, negative = inhibition, actives largely listed as inhibitors; 200,000 compounds, 0.01% hits; HeLa LMNA splicing GFP/RFP minigene ratio, 48 h; active = well fitted inhibition curve with a large enough effect in the signal ratio, with a control signal flat, not every such curve was filed as active; inconclusive = small, poorly fitted or top-dose-only effect, or effect the other way, or a change in a side signal; the % refers to the signal ratio; note: potency is the fitted concentration of half-maximal effect; % is set by controls: 0 for no effect and ±100 for the full control effect
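S3 HeLa cells stably expressing lamin A-EGFP splicing minigene plus DsRed2, 600 cells/well, 48 h compound exposure at 37C. Laser-scanning cytometry; analysed as GFP (500-530 nm)/RFP (575-640 nm) total intensity ratio; 0.5% DMSO vehicle.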
SMN2 splice up = increases expression of the SMN2 splice variant; HEK293 SMN2-luciferase splicing reporter, luminescence, 30-36 h; Potency, µM (top dose mostly 46.1 µM), for inactives: at the highest dose activity change, positive = activation, usual class: activators; 210,000 compounds, 2.8% hits; note: potency is the fitted concentration of half-maximal effect; % of control where 0% means no effect; nearly all actives have a fitted effect of over 55% in size
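qHTS luciferase splicing reporter: luminescence rises when SMN2 exon 7 is included in transfected HEK293 cells. Compound exposure lasted 30-36 h at 37C, with 4.5 mM final sodium butyrate as control, followed by a ONE-Glo read.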
* = called active by the depositor; ? = inconclusive; / = no result given; [ ] = another dose, or the depositor's remark. Unless noted, calls come from the whole dose curve; as a rule, active = well fitted curve in the direction sought with a large enough effect; inconclusive = small, poorly fitted or top-dose-only effect, or another doubt; inactive = no such curve, though single readings can be large; an effect the other way counts as inactive or inconclusive.

SMILES	HTT cytoprotect	HttQ103 aggreg	Luc counter	IMPase Li cell	CBFb RUNX1 block	Lamin A splicing	SMN2 splice up
O=C(NCCc1ccccc1)c1ccc(Cl)nc1	1%[10 µM]	7%	-1%	9%	-1%	3%	11µM*
C=CC[n+]1ccn(-c2nc3ccccc3nc2[N-]S(=O)(=O)c2cccs2)c1	28%[10 µM]	31%[9.22 µM]	/	/	3%	/	/
O=C(CN1CCc2ccccc21)NC(=O)NC1CCCCC1	10%[10 µM]	-8%[9.22 µM]	/	/	-2%	/	/
Cc1cc(Nc2ccc(Br)cc2)n2nc(C)nc2n1	-1%[10 µM]	-32%	0%	-3%	0%	-12%	6%
C#CCOCCOCCOCCNc1nc(N2CCN(C(=O)[C@H]([C@@H](C)CC)n3cc([C@@H](N)CC(C)C)nn3)CC2)nc(N2CCN(C(=O)[C@H](Cc3ccc(O)cc3)n3cc([C@@H](N)C(C)CC)nn3)CC2)n1 (some centres not stated)	2%[10 µM]	4%[9.22 µM]	/	2%	15%	/	/
Clc1ccccc1N/N=C/c1ccc2c(c1)OCO2	/	25%	-25%	12%	4%	?	20µM*
COc1ccccc1NCC(=O)NNC(C)C(=O)Nc1cccc(Cl)c1 (configuration not stated)	-10%	13%	4%	6%	3%	?	6%
O=C(O)c1ccc(NC2=Nc3cccc4cccc2c34)cc1	-5%[10 µM]	-6%[9.22 µM]	/	/	6%	/	/
CS(=O)(=O)N1CCN(C(=O)c2ccc(Br)s2)CC1	-5%	16%	-2%	4%[38.3 µM]	4%	-7%	25%
CCc1nnc(NC(=O)c2c(C)nn(-c3ccccc3)c2Cl)s1	-21%	8%	-1%	-11%[38.3 µM]	0%	15%	-7%
CCOC(=O)Cn1c(=O)oc2cc(S(=O)(=O)N3CCc4ccccc43)ccc21	-1%	9%	1%	12%[38.3 µM]	2%	3%	1%
O=C(Cn1nc(CNc2ccc(Cl)cc2)[n+]2c1CCCCC2)c1ccccc1	13%[1.9 µM]	12%	-1%	4%	0%	?	9%
CCCC(=O)NNC(=O)CCC(=O)NCc1ccccc1	8%	2%	-2%	-8%[38.3 µM]	8%	2%	14%
Nc1nc(Nc2cccc3ccccc23)nc(C2CCCC2=O)n1 (configuration not stated)	8%	-1%	14%	6%[38.3 µM]	-2%	0%	-28%
COc1ccc(-c2noc(CCC(=O)NCC3CCCO3)n2)cc1 (configuration not stated)	2%[10 µM]	5%[9.22 µM]	/	/	0%	/	/
COc1ccc(CCN2C(=O)c3cccnc3C2=O)cc1OC	-78%[inhibitor]	-8%	10%	5%[38.3 µM]	3%	8%	-10%
COc1ccc(-n2nc(C(=O)O)c3ccccc3c2=O)c(OC)c1	21%	7%	2%	8%[38.3 µM]	4%	-3%	18%
COC(=O)N[C@H](C[N+](=O)[O-])c1cccc(C)c1	/	/	2%	8%	14%	/	6%
COc1ccccc1-c1cncnc1Nc1ccccc1	?	/	/	6%	/	?	/
Cc1ccc(OCC(O)Cn2c(NCCc3ccccc3)nc3c2c(=O)[nH]c(=O)n3C)cc1 (configuration not stated)	-22%[10 µM]	19%	2%	5%	5%	-16%	20%

Record cards, from the list above. Order of values: HTT cytoprotect | HttQ103 aggreg | Luc counter | IMPase Li cell | CBFb RUNX1 block | Lamin A splicing | SMN2 splice up
Record of COc1ccc(-n2nc(C(=O)O)c3ccccc3c2=O)c(OC)c1 → 21% | 7% | 2% | 8%[38.3 µM] | 4% | -3% | 18%
Record of COc1ccccc1-c1cncnc1Nc1ccccc1 → ? | / | / | 6% | / | ? | /
Record of Nc1nc(Nc2cccc3ccccc23)nc(C2CCCC2=O)n1 (configuration not stated) → 8% | -1% | 14% | 6%[38.3 µM] | -2% | 0% | -28%

Remaining list, next part:
SMILES	HTT cytoprotect	HttQ103 aggreg	Luc counter	IMPase Li cell	CBFb RUNX1 block	Lamin A splicing	SMN2 splice up
Cc1cccn2cc(-c3ccc(F)cc3)nc12	-37%[inhibitor]	6%	/	/	-4%	-4%	/
CCOc1ccc(-c2nnn(CC(=O)NCc3ccc(C)cc3)n2)cc1	-94%[inhibitor]	-25%	-3%	-7%	1%	/	-33%[inhibitor]
CC(=O)c1ccc(-n2c(C)ccc2-c2ccccc2)cc1	6%	-2%	-2%	37%[38.3 µM]	-2%	8%	-5%
OC(COc1ccc2c(c1)CCC2)CN1CCN(c2cccc(Cl)c2)CC1 (configuration not stated)	5%	-17%	1%	43%[activator][38.3 µM]	-11%	?	-5%
COc1ccccc1C(=O)NC(=O)CSc1cccc[n+]1[O-]	2%	-7%	-1%	7%	4%	?	8%
Cc1cccn2c(=O)c(C=O)c(N3CC(C)OC(C)C3)nc12 (configuration not stated)	-7%[10 µM]	6%[9.22 µM]	-3%	1%	4%	/	/
Cc1ccc(S(=O)(=O)N(C)C)cc1NC(=S)Nc1ccc2cn[nH]c2c1	-48%[inhibitor]	?	0%	-2%	1%	14%[46 µM]	-5%
CC1=CC(c2ccccc2)n2nc(NC(=O)CCC(=O)O)nc2N1 (configuration not stated)	3%[10 µM]	6%[9.22 µM]	/	/	-11%	/	/
CN1CCC(OC(=O)c2cccc(Br)c2)CC1	-12%	-6%	18%	38%[activator][38.3 µM]	4%	14%	-12%
Fc1ccc(-c2cnc(-c3cccs3)o2)cc1	5%	-5%	-3%	-2%[38.3 µM]	2%	0%	17%
C/C(Cl)=C\Cn1c(O)c(N=NC(N)=S)c2cc(Br)ccc21	-21%[10 µM]	20%[9.22 µM]	-4%	30%	?	?	/
COC(=O)C1=C(C(=O)c2ccccc2)C(c2ccccc2)n2nnnc2N1 (configuration not stated)	0%	-7%[9.22 µM]	-2%	1%	2%	-3%[46 µM]	-10%
CCOc1ccc(N(C(C)=O)C2C=CS(=O)(=O)C2)cc1 (configuration not stated)	0%	3%	1%	3%[38.3 µM]	9%	-1%	-9%
CCOC(=O)C1=C(C)NC(C)=C(C(=O)OCC)C1C(=O)OCC(N)=O	-37%[inhibitor]	?	1%	-10%	9%	-13%[46 µM]	13%
COc1cc(-c2nnc(NC(=O)c3ccc(S(=O)(=O)N4CCOCC4)cc3)o2)cc(OC)c1OC	-8%	14%	3%	-11%	-4%	/	-36%[inhibitor]
COc1ccc(CNC(=O)C/C(C)=N/NC(=O)COc2ccccc2)cc1	10%[10 µM]	11%[9.22 µM]	1%	3%	-7%	2%[46 µM]	/
Cc1ccc(Nc2cc(C)nc(NCc3ccccc3)n2)cc1	3%[10 µM]	?	-2%	5%	-3%	?	-25%
O=[N+]([O-])c1ccc(OCCN2CCNCC2)cc1	19%[10 µM]	2%[9.22 µM]	-2%	5%	0%	/	/
CCOc1ccc(C2c3[nH]c4ccccc4c3CCN2CCCn2cccn2)cc1 (configuration not stated)	1%[10 µM]	-4%[9.22 µM]	/	14%	-7%	/	/
CC1(C)CC(C)(c2ccc(O)cc2O)N(c2cccc(Cl)c2)C(=S)N1 (configuration not stated)	4%[10 µM]	-23%	0%	-6%	-20%	?	-20%
O=C(CN(CCc1ccccc1)C(=O)CN1C(=O)COc2ccccc21)NCc1ccco1	-9%[10 µM]	5%	-1%	15%[38.3 µM]	8%	-15%	5%
CCOc1cc(N2CCOCC2)c(OCC)cc1NC(=O)CN1C(=O)NC2(CCCCCCC2)C1=O	-19%	-4%	-4%	7%	9%	-21%[9.22 µM]	-3%
O=C(Nc1nnc(-c2ccc(F)cc2)s1)C1CCN(S(=O)(=O)c2ccc(Cl)cc2)CC1	-4%[10 µM]	-17%	-3%	7.9µM*	-2%	-4%	3%[1.84 µM]
CCC1=C(OC(=O)N(CC)CC)N2C(=O)OC(=NCCOC)[C@]2(C)[C@H]2C1=CC[C@H]1C(=O)N(CC(=O)OC)C(=O)[C@H]12	-32%	/	-5%	0%	2%	/	-2%
O=C(N/N=C\c1cccc(OC(=O)c2ccco2)c1)c1ccc2c(c1)OCO2	/	12%	-3%	2%	3%	-3%	?
COc1ccccc1NC(=O)c1sc2ncn(Cc3ccc(C)cc3)c(=O)c2c1C	18%[10 µM]	-17%	2%	?	2%	-4%	-3%
O=C(CSc1ncn[nH]1)Nc1ccc2c(c1)OCCO2	-8%	1%	-5%	-9%[38.3 µM]	1%	8%	5%
O=C(NCc1ccc(Cl)cc1)c1ncn[nH]1	-25%	0%	1%	1%	-6%	?	-3%
COc1ccc(CN2CNc3nc4ccccc4n3C2)cc1	1%	-11%	0%	-2%[38.3 µM]	1%	-6%	2%
O=C(Nc1cccc(C(F)(F)F)c1)c1ccc(N2CCNCC2)c([N+](=O)[O-])c1	-2%	-23%	1%	11%	6%	/	/
C=CCNC(=O)NC(=O)COC(=O)COc1ccc(Br)cc1F	11%[10 µM]	6%	10%	1%[38.3 µM]	8%	6%	4%
CCCc1ccc(OCc2ccccc2)c2c(=O)cc(C(=O)OCC)oc12	33%[10 µM]	27%[9.22 µM]	/	/	2%	/	/
Cc1ccc(C(=O)O)cc1Nc1ncnc2sc3c(c12)CCC3	3%[10 µM]	-7%[9.22 µM]	/	/	7%	/	/
Cc1cccc(Oc2coc3cc(OC(=O)c4cc5ccccc5oc4=O)ccc3c2=O)c1	4%	-11%	-7%	-1%[38.3 µM]	2%	-5%	1%
CCc1cccc(C)c1NC(=O)CSc1nc2ccc(N3C(=O)c4ccccc4C3=O)cc2s1	-1%	22%	4%	16µM*	-3%	?	-6%
Cc1ccc(-c2ccc(SCC(=O)N3CCN(c4ccccc4)CC3)nn2)cc1	-9%[10 µM]	7%	-2%	-12%	-3%	-7%	-10%
CCN(C(=O)COC(=O)CNS(=O)(=O)c1ccccc1)c1ccccc1	-19%	-5%	1%	-3%	7%	-19%[46 µM]	20%
CCN(CC)c1ccc(/C=N\NC(N)=O)cc1	-7%[10 µM]	0%	-2%	11%	-18%	-18%	2%
OCC1C2c3ccccc3C(c3ccccc32)C1CO (configuration not stated)	-30%[10 µM]	-27%[9.22 µM]	/	/	-3%	/	/
CCC(Sc1nc(C)cc(=O)[nH]1)C(=O)Nc1nnc(C)s1 (configuration not stated)	18%[10 µM]	15%	0%	14%[38.3 µM]	2%	?	6%

Assay outcomes deposited in PubChem by National Center for Advancing Translational Sciences (NCATS).

The order is random; overall some 4% were active at least once.
